Assay outcomes as filed in PubChem.
PME-1 inh: PME-1 (human) inhibition. recombinant PME-1, FP-Rh probe fluorescence polarization. inhibition, % at 5.9 µM. hit rate 0.53% among 320,000. Q9Y570;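 active = inhibition above the campaign mean of all compounds plus 3 SD, cut at about 26% in these data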;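 note: competitive labeling of PME-1 active site by serine hydrolase directed probe; 0% = PME-1 with DMSO and 100% = wells lacking PME-1 enzyme; inhibitors block probe labeling so polarization falls and inhibition rises; many of its hits are not listed in these tables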
PAD4 FP inh: blocks human protein arginine deiminase 4; Q9UM07; recombinant PAD4, RCA probe fluorescence polarization; inhibition, % at 6.36 µM; hit rate 0.41% among 330,000;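 active = percent inhibition above a cutoff equal to the mean of all tested compounds plus 3 SD, cut at about 15% in these data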;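 note: 0% = PAD4 with RCA probe and DMSO and 100% = probe without PAD4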
Target sequence (Q9UM07 whole entry, looked up): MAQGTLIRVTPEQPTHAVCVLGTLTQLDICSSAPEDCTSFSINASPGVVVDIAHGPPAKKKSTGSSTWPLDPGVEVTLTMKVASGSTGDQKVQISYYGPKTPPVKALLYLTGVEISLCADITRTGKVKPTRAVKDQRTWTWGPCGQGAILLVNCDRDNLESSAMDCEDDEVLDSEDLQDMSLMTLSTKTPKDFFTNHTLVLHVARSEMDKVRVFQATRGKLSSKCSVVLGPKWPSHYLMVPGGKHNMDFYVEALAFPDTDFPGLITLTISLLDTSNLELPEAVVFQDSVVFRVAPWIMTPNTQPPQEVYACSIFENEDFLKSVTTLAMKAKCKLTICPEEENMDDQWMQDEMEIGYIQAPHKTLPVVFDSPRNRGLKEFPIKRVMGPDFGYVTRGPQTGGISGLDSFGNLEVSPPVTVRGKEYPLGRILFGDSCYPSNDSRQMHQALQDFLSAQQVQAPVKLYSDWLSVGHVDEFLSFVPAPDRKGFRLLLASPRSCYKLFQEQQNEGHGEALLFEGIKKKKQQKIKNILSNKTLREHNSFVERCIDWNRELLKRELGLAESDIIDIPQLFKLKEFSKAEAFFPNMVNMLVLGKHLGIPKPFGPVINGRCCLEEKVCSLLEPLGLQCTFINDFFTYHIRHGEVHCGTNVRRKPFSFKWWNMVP
TPT1 inhibitor: C. albicans TPT1 enzyme inhibition; recombinant caTPT1, FP RNA substrate dephosphorylation; inhibition, % at 5 µM; hit rate 0.81% among 300,000; AID 1962;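 active = inhibition above the mean of all tested compounds plus 3 SD, set per screening campaign, cut at about 24% in these data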;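 note: plate controls were DMSO alone for no effect and ferristatin control at 100 nM for full effect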
MCL1 BIM primary: disrupts human MCL1 binding to BIM-BH3 peptide; GST-MCL1 / FITC-Bim-BH3 fluorescence polarization; inhibition, % at 10.9 µM; Q07820; hit rate 0.68% among 320,000;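 active = inhibition above the mean inhibition of all tested compounds plus 3 SD, set per campaign, cut at about 40% in these data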;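 note: 0% = DMSO wells and 100% = unlabeled Bim-BH3 peptide control; higher means more loss of mP so more displacement of Bim peptide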
Target sequence (Q07820 whole entry, looked up): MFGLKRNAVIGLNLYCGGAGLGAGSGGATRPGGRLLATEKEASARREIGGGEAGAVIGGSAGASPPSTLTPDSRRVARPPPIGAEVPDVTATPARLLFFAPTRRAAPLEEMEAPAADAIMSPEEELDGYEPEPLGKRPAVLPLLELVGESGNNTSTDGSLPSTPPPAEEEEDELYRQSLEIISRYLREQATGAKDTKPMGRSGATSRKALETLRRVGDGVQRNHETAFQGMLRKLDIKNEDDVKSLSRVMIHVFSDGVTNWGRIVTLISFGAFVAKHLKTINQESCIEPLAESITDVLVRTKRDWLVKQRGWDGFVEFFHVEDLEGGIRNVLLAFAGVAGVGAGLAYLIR
MEX-5 binding: C. elegans MEX-5 TCR-2 RNA binding activity; hit rate 0.38% among 300,000; Q9XUB2; AID 1832; activity score (negative = inhibition of binding), % at 10 µM; MEX-5/FITC-TCR2 RNA binding, fluorescence polarization; stronger effect = lower value;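 active = inhibition past about -25% in most replicates, and total fluorescence under double the plate's negative control median, limit read from the data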;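 note: 0% = DMSO and -100% = 5 µM competing unlabeled TCR2 RNA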
Bcl-xL primary: inhibitors of human Bcl-xL | Q07817 | GST-Bcl-xL / FITC-Bim BH3 peptide fluorescence polarization | inhibition, % at 10.9 µM | hit rate 0.7% among 320,000 | AID 2129;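 active = inhibition above the mean of all tested compounds plus 3 SD, cutoff set per campaign, cut at about 30% in these data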;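 note: 0% = DMSO wells and 100% = unlabeled Bim-BH3 peptide competitor; inhibitors lower millipolarization by displacing the labeled peptide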
GSTO1 counter: blocks human GSTO1 in RBBP9 counter-screen. P78417. recombinant GSTO1, activity-based probe fluorescence polarization. inhibition, % at 5.96 µM. hit rate 1.1% among 300,000. AID 1974;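 active = inhibition above the campaign mean inhibition plus 3 SD, cut at about 35% in these data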;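 note: 0% = GSTO1-1 with DMSO and 100% = wells lacking GSTO1-1 enzyme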
Fam108B inh: counter-screen for RBBP9 inhibitors: inhibitors of mouse Fam108B; hit rate 0.33% among 300,000; inhibition, % at 9.51 µM; recombinant Fam108B, FP-Rh probe fluorescence polarization;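 active = inhibition above the screen mean inhibition plus 3 SD, computed separately per campaign, cut at about 18% in these data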;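 note: inhibitors lower polarization as less probe binds the enzyme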
GLD-1 TGE inh: GLD-1-TGE RNA interaction inhibition (C. elegans) | Q17339 | purified GLD-1 + fluorescein TGE RNA, fluorescence polarization | inhibition, % at 5.96 µM | hit rate 0.44% among 320,000 | AID 2280;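 active = percent inhibition above a per-plate cutoff, the plate mean of test compounds plus 3 SD, cut at about 30% in these data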;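 note: 0% = DMSO wells with GLD-1 and probe and 100% = wells lacking GLD-1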
An asterisk follows results filed as active; x = not tested or not shown.

SMILES | PME-1 inh | PAD4 FP inh | TPT1 inhibitor | MCL1 BIM primary | MEX-5 binding | Bcl-xL primary | GSTO1 counter | Fam108B inh | GLD-1 TGE inh
CCOC(=O)C1CCN(C(=O)CCc2nc3sc4c(c3c(=O)[nH]2)CCCC4)CC1 | -2 | -4 | 22 | -2 | 1.0 | -4 | -11 | 2 | -6
Cc1ccc(NC(=O)c2cccc(S(=O)(=O)N3CCc4ccccc4C3)c2)nc1 | -3 | -10 | -3 | -4 | -3.3 | -8 | -1 | -8 | 3
Cc1nc(C(F)(F)F)ccc1C(=O)N1CCCCC1 | 3 | 2 | -1 | 2 | 0.0 | 1 | -2 | -1 | 8
COc1ccc2c(c1)C(=O)CC(O)(C(F)F)O2 (stereo not drawn) | 8 | 0 | -5 | 1 | 2.4 | 6 | 18 | 6 | 7
COc1ccc(NC(=O)CCNS(=O)(=O)c2cccc3nonc23)cc1Cl | 8 | 4 | -3 | -3 | -0.5 | -3 | 6 | 1 | 0
O=C(N/N=C/c1ccc(Cl)c(Cl)c1)c1ccc2nc[nH]c2c1 | -15 | -1 | 0 | 0 | 3.4 | -2 | -20 | -10 | -3
CCn1c(CSc2ncccn2)nnc1SCC(=O)N1CCCCC1 | -4 | -2 | 0 | 7 | 1.8 | 7 | 6 | 3 | 0
c1ccc2c(c1)nc1n2CCN1CCN1CCCC1 | 0 | -2 | 0 | 2 | -4.4 | 0 | -2 | 1 | 4
COc1ccc(CONc2ncnc3nonc23)cc1[N+](=O)[O-] | 3 | 2 | -1 | 2 | -1.8 | 7 | 4 | 3 | 6
COC(=O)CCC(=O)OC1(C)C(=O)C2=CN(C3CC3)C(c3ccc(OC)cc3)=CC2=C(Br)C1=O (stereo not drawn) | 8 | -7 | 5 | 25 | -6.6 | 25 | 63* | 3 | 9
Cc1ccc(S(=O)(=O)NCc2cccnc2)c(C)c1 | 4 | -1 | -1 | -1 | -0.6 | 5 | 3 | 0 | 5
Cc1ccc(-c2nc(CN3CCCCC3)cc(CN3CCCCC3)c2O)cc1 | -4 | -3 | -1 | 4 | -2.5 | 6 | 1 | -1 | 8
Cc1noc(C(=O)Nc2cccc(O)c2)c1Cl | 4 | -3 | 0 | -1 | -0.1 | 3 | -4 | 3 | 2
O=C(Cc1ccc(Br)cc1)N1CCCCCC1 | 1 | 0 | -6 | 6 | 1.9 | 6 | 2 | 3 | 4
CCCCn1c(N)c(N(C)C(=O)c2ccccc2Oc2ccccc2)c(=O)[nH]c1=O | 5 | -4 | x | -12 | x | -9 | x | x | 1
O=C(NC1CC2CCCC(C1)N2C(=O)Nc1ccccc1Cl)C1CC1 (stereo not drawn) | -1 | 0 | 0 | 9 | 0.0 | 5 | 0 | 3 | 3
Cc1nc2ccccc2nc1N/N=C/c1ccc(O)cc1O | 37* | -3 | 2 | 10 | 5.0 | 6 | 3 | 5 | -9
COCCC(=O)N1CCC(Oc2ccc(C(=O)N3CCCCCCC3)cc2)CC1 | 0 | 1 | 2 | -5 | -3.5 | 2 | 1 | -8 | 5
CCC(=O)N1CCc2cc(S(=O)(=O)N(C)c3ccc(OC)cc3OC)ccc21 | 9 | -1 | 2 | 6 | 2.6 | 5 | 6 | 5 | 3
O=C(NCCc1c[nH]c2ccccc12)Nc1ccccc1 | 3 | -2 | 0 | 0 | 0.7 | 1 | -3 | 1 | 7
O=c1[nH]nc(CSCc2ccccc2Cl)[nH]1 | 2 | -2 | 0 | 4 | -0.7 | 7 | 6 | -2 | 6
c1ccc(-c2nnc(CN3CCC4(CC3)OCCO4)o2)cc1 | -2 | 7 | -3 | 0 | -0.9 | 2 | -3 | 0 | 3
CCC(=O)Nc1sc2c(c1C(=O)N(C)C)CCCCC2 | -1 | 1 | -2 | 2 | 2.5 | 2 | 0 | 3 | 9
NC(=O)NC(=O)C(c1ccccc1)N1CCN(S(=O)(=O)Cc2ccccc2)CC1 (stereo not drawn) | -7 | 0 | x | -4 | x | -3 | x | x | -2
Cc1cc(C)nc(N2CCC(C(=O)Nc3ccc4c(c3)OCO4)CC2)n1 | 3 | -1 | 1 | -3 | -1.0 | 3 | 2 | -5 | 6
CCc1c(C)sc(NC(=O)CCc2ccc(OC)cc2)c1C(N)=O | -6 | 4 | 6 | -4 | 0.8 | 0 | 8 | 1 | -3
CCN(Cc1ccccc1)S(=O)(=O)c1c(C)n(C)c(=O)n(C)c1=O | 3 | 2 | -3 | 0 | 0.1 | -3 | -1 | -2 | 7
O=C(/C=C/c1cccc(Br)c1)c1ccc2c(c1)OCO2 | -15 | -6 | -4 | 6 | -1.6 | 5 | -8 | -8 | 1
O=C(COC(=O)c1cc([N+](=O)[O-])ccc1N1CCOCC1)c1ccccc1 | 2 | -2 | -3 | 5 | 0.6 | 3 | 12 | 0 | -1
O=S(=O)(Cc1nc2ccccc2s1)c1ccccc1 | -4 | -1 | 5 | 3 | 0.6 | 1 | -4 | 3 | -2
CC(C)(C)OC(=O)NCc1ccc(CNC(=O)c2[nH]cnc2C(=O)N[C@@H](Cc2ccccc2)C(=O)OCc2ccccc2)cc1 | -20 | 2 | 0 | 1 | 2.1 | -4 | -14 | -21 | 5
CC(C)c1ccc2oc(=O)cc(CN3CCOCC3)c2c1 | 6 | 1 | -3 | 6 | -1.3 | 6 | -3 | 5 | 0
Cc1cc(C(=O)CN2C(=O)NC3(CCCc4ccccc43)C2=O)c(C)n1Cc1cccs1 (stereo not drawn) | -6 | 3 | 0 | 1 | -0.2 | 3 | -13 | -7 | 7
Cc1ccc(C2=NS(=O)(=O)N(C)C(C(=O)NCc3ccco3)=C2)cc1 | 1 | 0 | -2 | -6 | -1.7 | 2 | 8 | 0 | -1
CCOc1ccc2nc(NCCCNS(=O)(=O)c3ccccc3)c(C#N)cc2c1 | 12 | 0 | 5 | 11 | -4.5 | 21 | -4 | 2 | 11
COc1ccc(CN2CCCC(CNC(=O)c3ccc(F)cc3)C2)cc1OC (stereo not drawn) | 3 | 0 | 1 | -7 | -0.1 | -8 | 5 | -5 | 5
COc1ccc(CC(=O)NCCc2ccc(Cl)cc2Cl)cc1 | 1 | -1 | 5 | -4 | -0.7 | 1 | 0 | -4 | -6
Cc1cccc(-n2c(SCC(=O)Nc3cccc(S(=O)(=O)NC4=NCCCCC4)c3)nc3ccccc3c2=O)c1C | -8 | -3 | 2 | -3 | 0.0 | 6 | 2 | -12 | 3
CN(C)c1ccc(C(=O)N2CCNC(=O)C2CC(=O)Nc2ccc(F)cc2)cc1 (stereo not drawn) | 1 | -3 | -1 | 8 | -0.4 | -3 | 4 | 1 | 3
CC(CCc1ccccc1)NC(=O)COC(=O)c1ccccc1O (stereo not drawn) | 0 | -9 | 0 | 11 | 3.1 | 3 | 13 | -2 | 0
O=C(N[C@@H](Cc1ccc(O)cc1)C(=O)O)C(c1ccccc1)c1ccccc1 | 2 | -6 | 0 | -4 | -1.6 | 6 | 1 | -3 | 8
CCN(CC)S(=O)(=O)c1cccc2c(N(C)C)cccc12 | -4 | -4 | -5 | 9 | -1.2 | 9 | 29 | -1 | 3
CCCc1ccc2oc(C(=O)N(Cc3nccn3C)C(C)C)c(C)c2c1 | -3 | -11 | -2 | -3 | 1.8 | 1 | -5 | 1 | 2
O=c1cc(-c2ccccc2F)nc(-c2ccccc2F)o1 | 4 | -4 | -3 | -2 | -0.9 | 2 | -6 | -1 | 0
COc1ccc(CCN(C)C(=O)CSc2ncnc3sccc23)cc1OC | -6 | -3 | 7 | -4 | 1.4 | 1 | 12 | 1 | -10
COc1cccc(/C=N/NC(=O)c2c(-c3ccccc3)noc2C)c1 | 2 | -3 | -1 | 5 | x | 1 | 7 | 1 | 3
O=C(NCc1ccc2c(c1)OCO2)C(=O)NCC1CCCO1 (stereo not drawn) | -1 | -4 | -4 | -2 | 0.7 | 1 | -3 | 2 | 5
O=C(Nc1nccs1)c1csc2c1CCCC2 | -1 | -2 | -1 | -2 | 1.8 | 1 | -5 | -2 | 7
O=C(NCc1ccccc1)C(c1ccco1)N(C(=O)c1csnn1)c1ccccc1 (stereo not drawn) | 4 | -2 | 7 | 5 | -2.2 | 3 | 5 | -1 | 3
Cc1cc(=S)cc(C)n1CCCO | -7 | 0 | -3 | 1 | 0.6 | 16 | 13 | 2 | -7
COc1ccc(-c2noc(CCCC(=O)NC3CCCC3)n2)cc1OC | -2 | -3 | -1 | -1 | 2.6 | 2 | 7 | 1 | -1
Cc1nn(C(C)C(=O)NCc2ccccc2F)c(=O)c2nn(-c3ccccc3)c(C)c12 (stereo not drawn) | -1 | -3 | -3 | -6 | 1.1 | -1 | -3 | -6 | 3
O=C(NCc1cc([N+](=O)[O-])ccc1O)c1cc(-c2ccncc2)nc2ccccc12 | 19 | -1 | -2 | -2 | -0.2 | 6 | -2 | -1 | 3
COc1ccccc1NC(=O)CSc1ccc2nnc(-c3cccnc3)n2n1 | -4 | -1 | 2 | 4 | 0.9 | 1 | -1 | 3 | 2
Cc1cc(C)n(CC(O)COc2c(C)cccc2C)n1 (stereo not drawn) | 2 | -4 | 0 | 9 | 0.4 | 3 | 3 | -4 | -4
O=C(O)CCn1c(SCCOc2ccccc2)nc2ccccc21 | 0 | -2 | 0 | 4 | 0.0 | 9 | -2 | 5 | -7
CC1(C)Cc2ccccc2C(C(Cc2ccccc2)C(N)=O)=N1 (stereo not drawn) | 5 | -1 | -3 | 5 | -0.6 | 3 | 6 | 2 | 9
CCOc1cc(C(=O)OCC(=O)c2cc(C)n(CC3CCCO3)c2C)ccc1OCC(=O)N1CCOCC1 (stereo not drawn) | -4 | -3 | -8 | 2 | -6.1 | 3 | 2 | -1 | 6
c1csc(CNc2nc(-c3cccs3)nc3ccccc23)c1 | -23 | -3 | 0 | -7 | -3.7 | 3 | -12 | -16 | 5
CCOC(=O)N1CCN(CC(O)c2c[nH]c3ccccc23)CC1 (stereo not drawn) | 1 | -2 | 0 | -1 | 1.2 | -1 | -5 | 3 | 1

Next part:
SMILES | PME-1 inh | PAD4 FP inh | TPT1 inhibitor | MCL1 BIM primary | MEX-5 binding | Bcl-xL primary | GSTO1 counter | Fam108B inh | GLD-1 TGE inh
CC1(C)CC[C@]2(C(=O)O)CC[C@]3(C)C(=CC[C@@H]4[C@@]5(C)CC[C@H](O)C(C)(C)[C@@H]5CC[C@]43C)[C@@H]2C1 | 1 | -8 | -5 | 1 | x | 7 | 8 | -4 | 1
O=C1NC[C@H](CC2CCCCC2)N(CC2CCCCC2)C1=O | -1 | 4 | 0 | -3 | 0.1 | -2 | 2 | -2 | 5
CCC(CC)C(=O)Nc1ccccc1NC(C)=O | -2 | -1 | -4 | 2 | -1.5 | -1 | 5 | -2 | -4
O=C(CN1CCOCC1)Nc1cccc([N+](=O)[O-])c1 | -1 | 2 | -1 | 7 | 1.1 | 7 | 5 | 2 | 5
S=c1[nH]nc(-c2cc(-c3ccco3)[nH]n2)n1-c1ccccc1Cl | -1 | -7 | 19 | 13 | 0.8 | 6 | 27 | 16 | -5
CCOC(=O)Cn1c(=O)n(CC(=O)OCC)c2ccccc21 | -6 | 1 | -2 | 4 | -0.6 | 9 | 7 | -5 | -1

A portion of the library (hit frequency here may not be typical).
